West Nile antiviral: inhibition of WNV-induced cytopathic effect – cell-based, CPE readout (AID 1621); actives 0.02% (n = 290,000); West Nile virus-infected cells, CPE inhibition; higher % means a stronger effect; CPE inhibition, % at 10 µM, or IC50 in µM where a hit was titrated; in the data active = a potency from the dose series; inconclusive = CPE inhibition mostly from about 3.7% at the one dose, without a potency; inactive = the rest, 99 in 100 with CPE inhibition below about 2.2%; also: strong numbers were not always called active
Myeloid diff 2: compounds promoting myeloid differentiation; ER-HoxA9 myeloid progenitors, lysozyme-GFP differentiation, flow cytometry; calls only at 10 µM; actives 1% (n = 360,000); AID 624256;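 active = normalized GFP-positive differentiation at or above the plate's own cutoff, the solvent-only control mean plus 3 SD; inconclusive = no clear call, values can overlap the other calls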;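 also: cells exposed to compound for four days before flow analysis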
T cell HTS: T cell immune modulators affecting CD8 T cell-vesicle binding | calls only at 7 µM | 2C CD8+ T cell-vesicle binding, flow cytometry; hits give low values | actives 0.068% (n = 330,000);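 active = response, share of CD8 T cells binding vesicles, and their 90th percentile fluorescence all below set limits, cut at about 80% in these data, passing the limit was not always enough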
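Assay system: 2C TCR transgenic mouse naive CD8+ T cells, MACS-purified | Read-out: CD8+ gate FL2 mean fluorescence as % of same-row positive control | Signal: High-throughput flow cytometry with anti-B7-1 and anti-CD8 staining | Timing: Binding step 1.5 h, 37 °C, antibody labelling 20 min, ice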
b-catenin transl: alters nuclear translocation of beta-catenin in HeLa cells; immunofluorescence imaging; nuclear translocation activity, % at 5 µM; actives 0.3% (n = 190,000);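 active = nuclear translocation activity above 50% at 5 µM, with a well cell count of 50 or more; inconclusive = wells under 50 cells across six images, flagged as toxic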;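 also: per-cell ratio of nuclear to cytoplasmic median beta-catenin stain intensity; plate controls were DMSO negative control for no effect and GSK-3 inhibitor IX positive control for full effect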
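Test system: human HeLa cell line; Doses: 5 µM primary, 0.02–20 µM confirmation; Incubation: 24 h compound exposure, 37°C; Detection: beta-catenin immunofluorescence imaging with DAPI; Read-out: beta-catenin nuclear/cytoplasmic ratio, % activation.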
MgcRacGAP inhibition: MgcRacGAP GTPase-activating activity inhibitors, confirmation, biochemical, ADP Hunter fluorescence; MgcRacGAP-stimulated Rac1 GTP hydrolysis, ADP Hunter fluorescence; higher % means a stronger effect; GST-tagged Rac1 F28L mutant substrate; inhibition, % at 30 µM; hits with a dose series show IC50 in µM; actives 0.6% (n = 340,000); AID 624330;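 active = first-screen hits whose inhibition reached a set limit at any dose in the follow-up dose series; inconclusive = inhibition above the set first-screen limit but never retested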;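 also: fluorescence reports GDP produced by GAP-driven GTP hydrolysis; strong numbers were not always called active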
RSV antiviral HEp-2: RSV antiviral activity via CPE protection, HEp-2 cells, primary 10 µM value included (AID 2391); actives 0.13% (n = 310,000); HEp-2 cells, RSV-induced CPE inhibition; higher % means a stronger effect; one-dose CPE inhibition, % at 10 µM; IC50 in µM for titrated hits; in the data active = a potency from the dose series; inconclusive = CPE inhibition mostly from about 23% at the one dose, without a potency; inactive = the rest, 99 in 100 with CPE inhibition below about 21%; also: strong numbers were not always called active
Large T inhibition: TAg ATPase/helicase activity blockers – biochemical (AID 1903) | SV40 large T antigen ATPase/helicase inhibition assay; higher % means a stronger effect | inhibition, % at 20 µM, or IC50 in µM where a hit was titrated | actives 0.39% (n = 310,000); in the data active = a potency from the dose series; inconclusive = inhibition mostly from about 32% at the one dose, without a potency; inactive = the rest, 99 in 100 with inhibition below about 32%; also: strong numbers were not always called active
PhoP inhibition: inhibitors of PhoP regulon expression, primary screen, Salmonella Typhimurium, GFP reporter (AID 1863). S. Typhimurium PhoP-regulated promoter GFP reporter, 4 h; higher % means a stronger effect. one-dose inhibition, % at 50 µM; IC50 in µM for titrated hits. actives 0.16% (n = 300,000);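 active = inhibition over 29.93%, a cutoff 3 SD above the screen mean, later confirmed by dose response; inconclusive = inhibition over 29.93% but no dose response follow-up; inactive = inhibition at most 29.93% or unconfirmed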;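 also: 0% = low Mg2+ inducing control and 100% = high Mg2+ repressing control; strong numbers were not always called active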
WT yeast gro inh: growth inhibition of WT yeast, mitochondrial fusion screen; actives 2.1% (n = 190,000); inhibition, % at 10 µM; mitochondrial fusion phenotypic screen, WT strain; in the data active = inhibition above about 58%; tested in S. cerevisiae
WT yeast gro inh mutant strain: second read-out of WT yeast gro inh, no call of its own (marks repeat the call); inhibition, %; mitochondrial fusion phenotypic screen, mutant strain inhibition
b-catenin transl cell count 5 µM: also measured in b-catenin transl; calls as there; cell count; measured here: cell count, cytotoxicity flag
T cell HTS vesicle-bound %: further read-out of T cell HTS, marked with its call; double positive events, %; measured here: CD8+ vesicle-bound cell fraction;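 binding gate set so that unloaded-vesicle control wells show 10% double positive cells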
Myeloid diff 2 GFP+ MAC1+ %: further read-out of Myeloid diff 2, marked with its call; GFP+ MAC1+ double positive, %; measured here: differentiation confirmed by MAC1 staining
Active calls of the source: *; i = inactive; ? = inconclusive; / = not tested or not shown; + = active, no number. Rows are unselected. About 3.6% of those tested had a hit in this group.

SMILES	West Nile antiviral	Myeloid diff 2	Myeloid diff 2 GFP+ MAC1+ %	T cell HTS	T cell HTS vesicle-bound %	b-catenin transl	b-catenin transl cell count 5 µM	MgcRacGAP inhibition	RSV antiviral HEp-2	Large T inhibition	PhoP inhibition	WT yeast gro inh	WT yeast gro inh mutant strain
COc1ccc(CCN2C(=O)c3cccc4c(C(=O)N5CCCCC5)ccc(c34)C2=O)cc1OC	-0.1%	i	1.6	i	50	-1.6	1172	9%	7.2%	11%	-9%	17	5
Oc1ccc(C2=NNC(=NCc3ccc4c(c3)OCO4)SC2)c(O)c1	-0.3%	?	/	i	39	117*	269*	?	-0.1%	?	28%	-1	13
CCOC(=O)C1=C(C)NC(=S)NC1c1ccc(OCC(=O)N2CCCCC2)cc1 (stereo unspecified)	-0.6%	i	1.0	i	26	/	/	4%	1.4%	4%	1%	/	/
CC(=O)c1ccccc1NC(=O)c1ccc(N2CCCC2=O)cc1	/	i	1.4	i	32	/	/	3%	0.8%	6%	-2%	/	/
O=C(CN1CCN(c2cccc(C(F)(F)F)c2)CC1)N(C1CC1)C1CCS(=O)(=O)C1 (stereo unspecified)	/	i	0.5	i	35	/	/	-5%	2.1%	/	/	/	/
O=C(CSc1nnc(CNC(=O)c2ccco2)o1)Nc1cccc(Cl)c1	0.7%	+	2.5*	i	47	/	/	10%	1.5%	19%	-2%	/	/
Cc1cc(NS(=O)(=O)c2ccc(NC(=O)c3ccco3)cc2)nc(C)n1	0.5%	i	1.3	i	11	/	/	6%	7.1%	4%	-5%	5	-9
O=C(CSC1=NS(=O)(=O)c2cc(F)ccc2N1)Nc1cccc(F)c1	/	i	0.9	i	57	/	/	3%	-1.3%	7%	7%	/	/
CNC(=S)NNC(=O)c1ccccc1Cl	0.1%	i	0.2	i	12	-1.6	1162	/	2.5%	12%	4%	/	/
COc1cc(C(C[N+](=O)[O-])c2c(C)[nH]c3ccccc23)cc(OC)c1OC (stereo unspecified)	1.4%	i	1.7	i	31	2.1	1006	6%	-1.5%	7%	-11%	-2	16
CC(CCC(=O)O)C1CC[C@H]2C3CCC4CC(=O)CCC4(C)[C@H]3CC(=O)C12C (stereo partly specified)	-0.6%	i	0.7	i	32	/	/	/	-0.2%	2%	3%	/	/
Cc1ccc(Nc2ncc3c(n2)CC(C)CC3=O)c(C)c1 (stereo unspecified)	-0.5%	i	0.6	i	54	1.1	1328	1%	1.0%	12%	-7%	/	/
CC(=O)Nc1ccc(NC(=O)C(=O)c2cn(CC(=O)N3CCCCC3)c3ccccc23)cc1	/	i	0.5	i	35	-0.6	1104	1%	2.5%	26%	2%	-9	-4
COc1ccccc1OCc1cc(C(=O)NCCN2CCCC(O)C2)no1 (stereo unspecified)	-0.4%	i	0.5	i	64	/	/	8%	0.9%	11%	-5%	/	/
O=C(O)c1cccc(N2CCCCS2(=O)=O)c1	0.5%	i	0.6	i	39	-4.3	1274	15%	0.6%	10%	0%	-9	-8
CCOc1ccc(Nc2ccc3nonc3c2[N+](=O)[O-])cc1	-1.5%	/	/	i	27	/	/	8%	0.8%	2%	4%	/	/
CCN(CC)CCCNC(=O)c1ccc(OCC(=O)Nc2ccccc2C(F)(F)F)c(OC)c1	0.7%	i	0.5	i	50	0.9	1042	11%	-1.9%	-1%	2%	-12	-10
CCNc1nc(Cl)nc(N(NC(C)=O)C(C)C)n1	0.4%	i	0.5	i	33	1.1	1219	6%	1.9%	5%	-11%	/	/
CC(=O)c1cccc(N/C=C\C(=O)c2ccc(C)cc2)c1	-0.4%	i	0.6	i	43	-0.8	502	3%	1.4%	14%	-8%	-7	11
CC(NC(=O)CCCc1nnc2n(C)c(=O)c3sccc3n12)c1ccccc1 (stereo unspecified)	0.1%	i	4.7	i	55	/	/	5%	0.8%	2%	-2%	/	/

The list continues.
SMILES	West Nile antiviral	Myeloid diff 2	Myeloid diff 2 GFP+ MAC1+ %	T cell HTS	T cell HTS vesicle-bound %	b-catenin transl	b-catenin transl cell count 5 µM	MgcRacGAP inhibition	RSV antiviral HEp-2	Large T inhibition	PhoP inhibition	WT yeast gro inh	WT yeast gro inh mutant strain
N#Cc1cnc(NN)nc1	0.3%	i	0.2	i	57	-1.1	1112	1%	-2.2%	5%	-3%	-8	12
COc1ccc(NC(=O)C2CC3CCC2C3)c(OC)c1 (stereo unspecified)	/	i	1.3	i	33	/	/	/	1.1%	24%	/	/	/
COc1ccc(C(=O)N[C@H](C(=O)Nc2nc3ccccc3[nH]2)C(C)C)cc1	0.8%	?	/	i	44	2.1	975	6%	1.1%	3%	0%	13	-3
O=C1Cc2ccccc2C(c2ccc(Br)cc2)N1 (stereo unspecified)	-0.1%	i	7.3	i	28	0.0	991	3%	8.8%	12%	-5%	10	4
O=C(/C=C/c1ccc2c(c1)OCO2)c1ccc[nH]1	-1.1%	i	1.0	i	41	0.6	539	2%	1.8%	1%	3%	9	5
CN1CCC(=O)N([C@H](CN=[N+]=[N-])Cc2ccccc2)CC1	-0.1%	i	0.7	i	28	/	/	2%	0.1%	20%	-2%	/	/
Cc1c(NC(=S)Nc2ccccc2C(F)(F)F)cccc1[N+](=O)[O-]	-0.1%	i	0.5	i	50	5.4	930	5%	1.6%	10%	-3%	2	-1
COc1ccc(OCC(=O)N2CCN(S(=O)(=O)c3ccc(Cl)cc3)CC2)cc1	-0.4%	i	0.7	i	51	-5.9	1180	-2%	1.5%	22%	2%	-9	-2
CCn1cc([N+](=O)[O-])c(C(=O)Nc2nc(-c3ccc(C)c(C)c3)c(C)s2)n1	/	i	4.0	i	36	-0.9	1030	6%	3.9%	19%	-5%	-8	-18
CCOC(=O)c1ccc(NC(=O)CC2COc3ccccc3O2)cc1 (stereo unspecified)	0.0%	i	1.0	i	50	0.2	1080	8%	1.4%	1%	7%	20	-8
CC(C)CN(CC(C)C)C(=O)Nc1ccccc1F	0.2%	i	0.4	i	33	1.2	987	9%	-0.4%	0%	-8%	-13	-5
CNC(=O)COC(=O)c1c2c(nc3ccccc13)CCC2	0.4%	i	0.5	i	43	-3.0	1188	4%	-0.1%	15%	-6%	/	/
O=C(NCc1ccc(Cl)cc1)c1cnn2ccccc12	-0.4%	i	4.7	i	39	/	/	-8%	2.8%	4%	9%	-14	-7
Cc1csc2ncnc(NCCc3ccccn3)c12	-1.0%	i	0.4	i	27	1.8	993	12%	1.1%	8%	-5%	-8	3
O=C(CN1CCN(c2ccc(Cl)cc2)CC1)c1ccccc1	-0.8%	i	0.3	i	46	/	/	3%	4.1%	16%	-11%	/	/
C=CCNc1nnc(SC2CC(=O)N(c3ccc(OCCC)cc3)C2=O)s1 (stereo unspecified)	-0.1%	i	1.2	i	15	/	/	9%	-1.0%	30%	1%	86	97
CC(=O)Nc1cccc(NS(=O)(=O)c2cccc3nsnc23)c1	0.2%	i	0.6	i	39	-0.7	1051	5%	-1.0%	3%	-14%	-2	-15
CCOC(=O)N1CCC(c2cc(=O)n3[nH]c(C)c(-c4ccc(F)cc4)c3n2)CC1	/	i	1.7	i	37	-0.8	1071	7%	-0.7%	6%	1%	8	0
O=C(N/N=C/c1cccc(O)c1)c1cc(C2CC2)nc2ccccc12	0.0%	i	3.6	i	14	/	/	3%	0.8%	2%	8%	/	/
CCN(CC)CCCn1c2c(c(SCC(=O)Nc3ccc(OC(F)(F)F)cc3)nc1=O)CCC2	/	i	0.3	i	37	/	/	6%	-2.7%	14%	-5%	/	/

Next part; it opens with the 2 that closed the last part.
SMILES	West Nile antiviral	Myeloid diff 2	Myeloid diff 2 GFP+ MAC1+ %	T cell HTS	T cell HTS vesicle-bound %	b-catenin transl	b-catenin transl cell count 5 µM	MgcRacGAP inhibition	RSV antiviral HEp-2	Large T inhibition	PhoP inhibition	WT yeast gro inh	WT yeast gro inh mutant strain
O=C(N/N=C/c1cccc(O)c1)c1cc(C2CC2)nc2ccccc12	0.0%	i	3.6	i	14	/	/	3%	0.8%	2%	8%	/	/
CCN(CC)CCCn1c2c(c(SCC(=O)Nc3ccc(OC(F)(F)F)cc3)nc1=O)CCC2	/	i	0.3	i	37	/	/	6%	-2.7%	14%	-5%	/	/
COCCCNc1nc(-c2ccc(Cl)cc2)nc2ccccc12	-0.4%	i	0.4	i	66	/	/	15%	?	4%	-2%	/	/
O=C(O)c1cccc(-c2ccc(/C=N/NC(=O)C3COc4ccccc4O3)o2)c1 (stereo unspecified)	-0.5%	i	0.2	i	53	-1.0	1103	14%	-1.1%	6%	1%	8	9
Cc1cccc(NC(=O)c2ccc(C3SCC(=O)N3CCc3ccccc3)cc2)c1 (stereo unspecified)	-0.9%	i	0.7	i	2	7.0	1055	2%	10%	15%	8%	26	-2
CC1CCC(NS(=O)(=O)c2ccc3c(c2)CC(=O)N3)CC1 (stereo unspecified)	0.5%	i	4.4	i	11	/	/	13%	1.5%	-1%	7%	/	/
CSc1nc(C)c(CCOC(=O)c2cccc(C)c2)c(=O)[nH]1	1.1%	i	0.1	i	45	/	/	9%	1.0%	-9%	-6%	0	-9
O=C(NCCCN1CCCCCC1)c1ccc2c(Cl)c3c(nc2c1)CCCC3	-0.2%	i	0.6	i	58	0.5	1046	11%	9.7%	5%	-1%	3	-4
c1ccc(CNc2ccc(CNc3ncn[nH]3)cc2)cc1	-0.4%	i	0.0	i	28	/	/	-3%	0.1%	23%	7%	-15	-4
O=S(=O)(Cc1ccccc1Cl)N1CCCCC1	-0.1%	i	1.9	i	7	2.4	1424	5%	0.1%	-7%	4%	1	1
CC1CCCCC1NC(=O)COc1ccccc1C#N (stereo unspecified)	/	i	0.2	i	44	/	/	1%	0.2%	/	/	/	/
CCCC(=O)Nc1ccc(N2CCN(C(=O)c3cccs3)CC2)cc1	0.2%	i	0.6	i	36	-2.6	1186	-3%	1.2%	3%	-1%	-3	-3
CCCCCn1c(N2CCCC2)nc2c1c(=O)n(C)c(=O)n2C	-1.2%	i	0.8	i	12	/	/	10%	13%	12%	-4%	/	/
COc1ccc(Nc2oc(COc3ccc(OC)cc3)nc2C#N)cc1	0.2%	i	1.4	i	56	0.6	537	9%	?	22%	-7%	-6	-6
